Compound activity: PubChem BioAssay, Broad Institute
Pf Dd2 growth: inhibitors of Plasmodium falciparum Dd2 growth. P. falciparum Dd2 growth, SYBR Green, 72 h; active compounds read low. activity change, % at 10 µM. actives 2.3% (n = 94,000). AID 1159554; in the data active = activity change below about -80%
Tcruzi prolif: blocks T. cruzi growth in NIH3T3 culture | T. cruzi beta-gal in NIH3T3, GalScreen luminescence, 90 h | inhibition, % at 8.34 µM | actives 5.9% (n = 77,000);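 active = mean inhibition above about 93%, with at least 55% of replicates each passing it, limit read from the data, passing the limit was not always enough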
GASC1 inh: blocks human GASC-1 (KDM4C) demethylase activity. Q9H3R0. GST-KDM4C 2-372, H3K9me3 peptide, LANCE TR-FRET. inhibition, % at 12.5 µM. actives 0.15% (n = 96,000). AID 720574;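 active = mean replicate inhibition above about 25%, with at least 55% of replicates also reaching it, limit read from the data, passing the limit was not always enough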
Target sequence (Q9H3R0 2-372 limits assumed): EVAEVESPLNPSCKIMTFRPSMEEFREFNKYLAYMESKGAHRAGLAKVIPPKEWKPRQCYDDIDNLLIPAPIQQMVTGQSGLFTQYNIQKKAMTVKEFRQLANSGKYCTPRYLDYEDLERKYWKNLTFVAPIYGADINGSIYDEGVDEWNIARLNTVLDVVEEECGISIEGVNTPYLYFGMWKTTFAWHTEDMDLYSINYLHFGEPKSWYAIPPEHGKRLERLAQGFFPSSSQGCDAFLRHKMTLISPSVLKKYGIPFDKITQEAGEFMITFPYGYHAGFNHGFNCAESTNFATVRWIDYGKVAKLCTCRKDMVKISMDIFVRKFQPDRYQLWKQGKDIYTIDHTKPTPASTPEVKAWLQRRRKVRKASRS
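Material: GST-tagged GASC-1 (JMJD2C) catalytic fragment, aa 2-372. Input: enzyme final amount 10 nM. Medium: HEPES buffer, pH 7.5, plus ascorbate. Reagent: H3K9me3 peptide substrate, Fe(II), 2-oxoglutarate. Doses: single dose. Times: reaction 30 min RT, detection step 1 h RT. Measured by: LANCE TR-FRET. Evaluation: Fall in 671/618 emission ratio as inhibition.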
C diff HTS: inhibitors of Clostridium difficile growth; Clostridium difficile clinical isolate growth, OD600, 24 h; active compounds read low; growth activity, negative = inhibition, % at 16 µg/mL (by protocol); actives 0.25% (n = 86,000); AID 1259249;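 active = mean growth activity at or below -80% and every replicate also at or below -80%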;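 note: 0% = DMSO wells and -100% = levofloxacin 16 µg/mL wells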
* hit, by the source's call; . = not tested or not shown; & = joins results of further samples.

canonical_smiles	GASC1 inh	C diff HTS	Tcruzi prolif	Pf Dd2 growth
C/C=C/c1ccc([C@@H]2[C@@H](CO)N3C(=O)CN(C(=O)c4ccncc4)C[C@H]23)cc1	1.0	-2	.	33
CO[C@@H]1CC[C@@H]2CCN(C)C(=O)[C@H](C)N(C)C(=O)c3cccc(C#N)c3OC[C@H]1O2	0.0	-12	-35	.
O=C(C[C@H]1CC[C@@H]2[C@H](COC[C@@H](O)CN2S(=O)(=O)c2ccccc2F)O1)NCc1ccccc1F	-3.4	0&-6	39	-31
COc1cccc(S(=O)(=O)N[C@H]2CC[C@@H](CCNC(=O)Nc3cc(F)ccc3F)O[C@@H]2CO)c1	1.1	-7	-44	-3
COc1ccc(C#Cc2ccc3c(c2)O[C@@H](CN(C)C)[C@H](C)CN([C@@H](C)CO)S3(=O)=O)cc1	-2.8	-2	88	-33
COc1cccc(C#Cc2ccc3c(c2)[C@H]2[C@H](CCN2C(=O)CC2CC2)[C@H](CO)N3)c1	-2.7	-4	.	-67
CN(C)C(=O)c1ccc(-c2ccc([C@@H]3[C@@H](CO)N(C(=O)Cc4ccccn4)[C@H]3C#N)cc2)cc1	0.0	3	74	-47
Cc1ccccc1-c1ccc(C2[C@H]3CNC[C@@H]2N3S(=O)(=O)c2cccc(F)c2)cc1 (some centres undefined)	3.0&1.8	1&-9	.	-1&-77
Cc1ccc(S(=O)(=O)Nc2ccc3c(c2)C(=O)N([C@@H](C)CO)C[C@@H](C)[C@@H](CN(C)C(=O)CCC(F)(F)F)OCCCC[C@@H](C)O3)cc1	0.1	.	55	4
COCC(=O)Nc1ccc2c(c1)[C@@H]1C[C@H](CC(=O)NCc3ccccc3F)O[C@@H](CO)[C@@H]1O2	0.9	.	12	1
CCC(=O)N(C)C[C@H]1Oc2ncc(C#CC3(O)CCCC3)cc2C(=O)N([C@@H](C)CO)C[C@H]1C	-0.8	1	-47	26
O=S(=O)(c1ccccc1)N1CC[C@@H]2[C@H]1c1cc(C#Cc3ccccc3F)ccc1N[C@@H]2CO	-0.9	13	78	-6
COc1ccc(NC(=O)Nc2ccc3c(c2)C(=O)N([C@@H](C)CO)C[C@H](C)[C@@H](CN(C)Cc2ccncc2)OCCCC[C@H](C)O3)cc1	2.8	13	54	26
C[C@H](CO)N1C[C@H](C)[C@H](CN(C)S(=O)(=O)c2cn(C)cn2)OCCCC[C@H](C)Oc2ccc(NC(=O)NC3CCCCC3)cc2C1=O	-1.9	0	15	-13
C[C@H](CO)N1C[C@H](C)[C@@H](CN(C)Cc2cccc(C(=O)O)c2)Oc2cc(C3=CCCC3)ccc2S1(=O)=O	1.1	0	-41	-8
Cc1noc(C)c1S(=O)(=O)N(C)C[C@@H]1Oc2ccc(NS(=O)(=O)c3cccs3)cc2CC(=O)N([C@H](C)CO)C[C@@H]1C	2.6	-4	-13	7
Cc1cc(C(=O)Nc2cccc3c2O[C@H](CN(C)Cc2ccc(C(F)(F)F)cc2)[C@@H](C)CN([C@H](C)CO)C3=O)n(C)n1	0.4	9	62	-54
COCC(=O)Nc1ccc2c(c1)[C@@H]1C[C@H](CC(=O)N3CCOCC3)O[C@@H](CO)[C@@H]1O2	3.1	-5	24	15
CN1CCN(C(=O)C[C@H]2CC[C@H]3[C@@H](COC[C@@H](O)CN3Cc3ccc(Oc4ccccc4)cc3)O2)CC1	-2.7	.	54	-1
Cc1ccccc1S(=O)(=O)N[C@H]1CC[C@@H](CCn2cc(-c3ccc(F)cc3)nn2)O[C@@H]1CO	-0.8	.	28	-8
COc1ccc(NC(=O)N(C)C[C@@H]2Oc3ccc(NC(=O)c4ccncc4)cc3CC(=O)N([C@@H](C)CO)C[C@H]2C)cc1	-2.5	0	11	-70
Cc1noc(C)c1S(=O)(=O)N(C)C[C@H]1OCCCC[C@H](C)Oc2ccc(NC(=O)CCCN(C)C)cc2C(=O)N([C@H](C)CO)C[C@H]1C	3.0	4	-169	8
Cc1noc(C)c1NC(=O)Nc1ccc2c(c1)C(=O)N([C@H](C)CO)C[C@@H](C)[C@H](CN(C)S(=O)(=O)c1ccccc1)OCCCC[C@@H](C)O2	0.4	3	10	-47
CC(C)NC(=O)N1[C@@H](CO)[C@@H]2c3ccccc3N(C(=O)Nc3ccc(F)cc3)C[C@@H]21	0.9	3	16	11
CCNC(=O)Nc1ccc2c(c1)C(=O)N(C)[C@@H]1CC[C@H](CC(=O)N[C@H](C)c3ccccc3)O[C@@H]1CO2	1.3	-1	28	.
COc1ccc(CN(C)C[C@H]2Oc3ccc(NC(=O)NC(C)C)cc3C(=O)N([C@@H](C)CO)C[C@@H]2C)cc1	1.6	1	-9	9
O=S(=O)(c1ccc(F)cc1)N1CCCCN2[C@H](CO)[C@@H](c3ccc(C#CC4CCCC4)cc3)[C@H]2C1	.	13	88	-30
Cc1ccc(S(=O)(=O)N(C)C[C@H]2Oc3c(NS(C)(=O)=O)cccc3C(=O)N([C@H](C)CO)C[C@H]2C)cc1	-0.1	-2	32	-14
CCCC#Cc1ccc2c(c1)O[C@H](CN(C)C(=O)COC)[C@H](C)CN([C@@H](C)CO)S2(=O)=O	0.4	-6	31	-1
C[C@H]1CN([C@@H](C)CO)C(=O)Cc2cc(NC(=O)Cc3cn(C)c4ccccc34)ccc2O[C@@H]1CN(C)C(=O)NC1CCCCC1	0.6	0	-4	-25
COc1ccc2c3c([nH]c2c1)[C@@H](CO)N(C(=O)c1ccccn1)CC31CN(C(=O)C2CCCC2)C1	0.4	-4	.	-20
COc1ccc2c3c([nH]c2c1)[C@@H](CO)N(C(C)=O)CC31CN(C(=O)c2ccc3c(c2)OCO3)C1	-1.3	-1	.	-56
C[C@H](CO)N1C[C@H](C)[C@H](CN(C)C(=O)Nc2cccc3ccccc23)Oc2c(NC(=O)C3CC3)cccc2C1=O	0.1	-4	30	-35
CCCC(=O)Nc1ccc2c(c1)C(=O)N(C)C[C@@H](OC)[C@@H](C)CN(Cc1ccc(F)cc1)[C@@H](C)CO2	1.1	.	4	.
C[C@@H]1CN([C@H](C)CO)C(=O)c2cc(NC(=O)Cn3cnnn3)ccc2O[C@H]1CN(C)Cc1ccc(-c2ccccc2)cc1	3.5	-8	43	2
CCCNC(=O)C[C@@H]1CC[C@@H]2[C@H](COc3ccc(NC(=O)c4cc(C)on4)cc3C(=O)N2C)O1	-1.9	12	64	3
C[C@H]1CN([C@@H](C)CO)C(=O)c2cccc(NC(=O)Nc3ccc(F)cc3)c2O[C@@H]1CN(C)S(=O)(=O)c1cn(C)cn1	1.4	.	-41	16
O=C(N[C@@H]1CC[C@@H](CCn2cc(-c3ccccn3)nn2)O[C@H]1CO)c1ccc(F)cc1	-0.4	.	23	-69
C[C@H](CO)N1C[C@H](C)[C@@H](CN(C)S(=O)(=O)c2ccc(F)cc2)Oc2ccc(NC(=O)Nc3ccc(C(F)(F)F)cc3)cc2C1=O	-0.7	-1	.	-33
COCC(=O)N1CC(=O)N2[C@H](C1)[C@H](c1ccc(C#Cc3cccnc3)cc1)[C@@H]2CO	0.8	-4	.	11
C[C@@H]1CN([C@@H](C)CO)C(=O)c2cc(NC(=O)Nc3ccc(C(F)(F)F)cc3)ccc2O[C@H]1CN(C)S(=O)(=O)c1ccccc1	1.4	11	-161	10
CCCC#Cc1ccc([C@@H]2[C@@H](C#N)N(S(C)(=O)=O)[C@H]2CO)cc1	-3.7	-1	87	-21
Cc1ccc(S(=O)(=O)N(C)C[C@@H]2Oc3ccc(NC(=O)C4CCCCC4)cc3C(=O)N([C@H](C)CO)C[C@@H]2C)cc1	.	-7	13	22
CO[C@H]1CN(C)C(=O)c2cc(NC(=O)c3ccccc3)ccc2OC[C@@H](C)N(C(C)=O)C[C@H]1C	1.0	.	-44	27
C[C@@H]1CCCCO[C@H](CN(C)C(=O)CCCN(C)C)[C@H](C)CN([C@@H](C)CO)C(=O)c2cc(NC(=O)NC3CCCCC3)ccc2O1	1.7	6	25	25
Cc1ccc(S(=O)(=O)N(C)C[C@H]2OCCCC[C@H](C)Oc3ccc(NS(=O)(=O)c4cn(C)cn4)cc3C(=O)N([C@H](C)CO)C[C@H]2C)cc1	-0.1	8	33	-13
CCCNC(=O)N1C[C@H](C)[C@@H](OC)CN(C)C(=O)c2ccc(NC(=O)C3CCC3)cc2OC[C@H]1C	0.6	.	12	-15
COc1ccccc1CN1[C@H](CO)[C@H]2c3ccccc3N(C(=O)C3CCCC3)C[C@H]21	-2.2	1	31	-6
COc1ccc2c3c([nH]c2c1)[C@H](CO)N(Cc1cccc(Cl)c1)CC31CN(C(C)=O)C1	0.4	4	.	-83*
C[C@@H]1CN([C@H](C)CO)C(=O)c2cc(NC(=O)Nc3cccc4ccccc34)ccc2O[C@@H](C)CCCCO[C@H]1CN(C)Cc1ccc2c(c1)OCO2	-1.3	.	76	-87*
O=C(NCC[C@H]1CC[C@@H](NC(=O)c2ccc3c(c2)OCO3)[C@H](CO)O1)Nc1cc(F)ccc1F	0.8	.	57	-16
CO[C@@H]1CN(C)C(=O)c2ccc(NC(C)=O)cc2OC[C@H](C)N(CCc2ccccc2)C[C@@H]1C	0.4	.	-41	-19
C[C@@H]1CN([C@H](C)CO)C(=O)c2cc(NC(=O)Nc3ccccc3)ccc2O[C@@H]1CN(C)C(=O)Nc1ccc(F)cc1	-2.3	4	.	-36
COCC#Cc1ccc2c(c1)O[C@H](CN(C)Cc1ccccc1F)[C@@H](C)CN([C@@H](C)CO)S2(=O)=O	0.8	2	73	-73
COc1ccc(-c2ccccc2[C@@H]2[C@H](C#N)N(C(=O)C3CCC3)[C@H]2CO)cc1	1.9	-11	.	13
CCC(=O)N1CC(=O)N2[C@H](CO)[C@@H](c3ccc(C#CCc4ccccc4)cc3)[C@@H]2C1	0.4	-15	.	-39
C[C@H]1CN([C@@H](C)CO)S(=O)(=O)c2ccc(-c3cccnc3)cc2O[C@@H]1CN(C)C(=O)NC1CCCCC1	-0.7	-2	11	11
O=C(Nc1cccc(F)c1)N1CC(=O)N2[C@H](CO)[C@@H](c3ccc(Br)cc3)[C@@H]2C1	0.4	45	.	6
O=C(C[C@@H]1CC[C@@H]2[C@H](COC[C@H](O)CN2C(=O)Cc2ccccc2)O1)NC1CCCC1	0.5	1	-39	1
COc1cccc(C#Cc2ccc([C@H]3[C@H](CO)N4C(=O)CN(C(C)=O)C[C@@H]34)cc2)c1	-0.9	-10	.	12

Another view of part of the listing above:
CO[C@H]1CN(C)C(=O)c2cc(NC(=O)c3ccccc3)ccc2OC[C@@H](C)N(C(C)=O)C[C@H]1C
  GASC1 inh = 1.0
  C diff HTS = .
  Tcruzi prolif = -44
  Pf Dd2 growth = 27

C[C@@H]1CCCCO[C@H](CN(C)C(=O)CCCN(C)C)[C@H](C)CN([C@@H](C)CO)C(=O)c2cc(NC(=O)NC3CCCCC3)ccc2O1
  GASC1 inh = 1.7
  C diff HTS = 6
  Tcruzi prolif = 25
  Pf Dd2 growth = 25

Cc1ccc(S(=O)(=O)N(C)C[C@H]2OCCCC[C@H](C)Oc3ccc(NS(=O)(=O)c4cn(C)cn4)cc3C(=O)N([C@H](C)CO)C[C@H]2C)cc1
  GASC1 inh = -0.1
  C diff HTS = 8
  Tcruzi prolif = 33
  Pf Dd2 growth = -13

CCCNC(=O)N1C[C@H](C)[C@@H](OC)CN(C)C(=O)c2ccc(NC(=O)C3CCC3)cc2OC[C@H]1C
  GASC1 inh = 0.6
  C diff HTS = .
  Tcruzi prolif = 12
  Pf Dd2 growth = -15

More entries follow.
canonical_smiles	GASC1 inh	C diff HTS	Tcruzi prolif	Pf Dd2 growth
CCC(=O)N1[C@H](C(=O)NC2CCC2)[C@@H](CO)[C@@H]2Cn3c(ccc(-c4ccc(F)cc4)c3=O)[C@@H]21	-1.8	-2	-19	9
CC(=O)N(C)C[C@H]1Oc2cc(C3=CCCCC3)ccc2S(=O)(=O)N([C@@H](C)CO)C[C@@H]1C	-1.4	.	34	7
CNC[C@@H]1Oc2ncc(C#CCC3CCCC3)cc2C(=O)N([C@H](C)CO)C[C@@H]1C	1.3	6	57	-35
CO[C@@H]1CN(C)C(=O)c2ccc(NC(=O)c3ccc(F)cc3)cc2OC[C@@H](C)N(C)C[C@H]1C	0.3	-3	26	-69
CNC[C@H]1Oc2ccc(NC(=O)Nc3ccc4c(c3)OCO4)cc2C(=O)N([C@@H](C)CO)C[C@H]1C	6.9	1	52	-5
C[C@@H]1CN([C@@H](C)CO)C(=O)c2cc(NC(=O)Cc3ccccc3)ccc2O[C@@H](C)CCCCO[C@@H]1CN(C)S(=O)(=O)c1ccccc1	-0.7	.	.	-61
COc1ccc(NC(=O)Nc2ccc3c(c2)C(=O)N([C@@H](C)CO)C[C@@H](C)[C@@H](CN(C)C(=O)Nc2ccc(OC)cc2)O3)cc1	-0.4	-2	-4	-5
C[C@H]1CN([C@@H](C)CO)C(=O)c2cc(-c3cccnc3)cnc2O[C@@H]1CN(C)Cc1ccc(-c2ccccc2)cc1	2.8	3	.	-65
